# Source: PubChem (several laboratories)
# TRPC4 PAM: allosteric potentiators of mouse TRPC4 channel. Q9QUQ5. B-score at 10 µM. AID 2227. HEK293 TRPC4beta/mu-opioid, DAMGO EC20, Fluo-4 Ca2+ flux; hits give high values. 310,000 tested, 0.42% active;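 active means B-score of calcium response area above 5 SD of library B-scores, with initial fluorescence ratio within 5 SD of library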;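 further: B-score of integrated fluorescence ratio over time as area under calcium response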
# Target sequence (Q9QUQ5 whole entry, looked up): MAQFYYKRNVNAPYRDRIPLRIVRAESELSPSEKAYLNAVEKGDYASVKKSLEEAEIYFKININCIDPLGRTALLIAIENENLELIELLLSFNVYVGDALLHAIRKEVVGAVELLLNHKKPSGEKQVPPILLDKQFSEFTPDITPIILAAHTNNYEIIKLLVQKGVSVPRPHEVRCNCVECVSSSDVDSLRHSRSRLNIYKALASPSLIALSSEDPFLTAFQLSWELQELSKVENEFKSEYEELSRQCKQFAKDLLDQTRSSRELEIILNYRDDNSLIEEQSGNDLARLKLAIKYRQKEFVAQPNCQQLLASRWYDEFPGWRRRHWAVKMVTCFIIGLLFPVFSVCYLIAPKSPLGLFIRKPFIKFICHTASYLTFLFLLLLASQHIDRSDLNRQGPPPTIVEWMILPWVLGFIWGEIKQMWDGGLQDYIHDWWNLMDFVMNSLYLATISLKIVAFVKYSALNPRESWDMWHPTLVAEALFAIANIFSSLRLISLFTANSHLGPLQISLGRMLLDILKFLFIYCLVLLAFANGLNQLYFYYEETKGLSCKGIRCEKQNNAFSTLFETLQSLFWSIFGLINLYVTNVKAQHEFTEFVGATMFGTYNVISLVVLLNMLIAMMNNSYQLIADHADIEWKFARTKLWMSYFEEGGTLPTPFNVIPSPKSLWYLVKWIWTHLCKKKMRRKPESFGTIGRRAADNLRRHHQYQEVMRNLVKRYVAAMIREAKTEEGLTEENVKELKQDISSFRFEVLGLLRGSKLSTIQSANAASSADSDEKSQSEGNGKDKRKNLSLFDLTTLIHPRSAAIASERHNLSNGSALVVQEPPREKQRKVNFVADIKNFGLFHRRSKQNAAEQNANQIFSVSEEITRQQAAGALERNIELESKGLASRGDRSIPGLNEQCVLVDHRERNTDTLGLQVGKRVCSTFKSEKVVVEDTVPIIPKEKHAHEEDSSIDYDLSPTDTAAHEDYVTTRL
# TRPC6 activator: activators of mouse TRPC6 channel; Q61143; 310,000 tested, 0.13% active; AID 2550; HEK293-TRPC6 membrane potential dye fluorescence; hits give high values; B-score at 10 µM;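 active means B-score of the integrated fluorescence ratio above library mean plus 3 SD, and starting fluorescence ratio within library mean plus 5 SD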;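 further: higher score means more depolarization so channel activation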
# aSyn 5UTR inh: MLPCN primary screen, SNCA 5' untranslated region; 300,000 tested, 0.82% active; inhibition, % (tested at 7.5 µM); alpha-synuclein 5'UTR reporter, inhibitor activity; in the data active means inhibition above about 60%;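 further: H4 neuroglioblastoma cells stably carrying SNCA 5'UTR luciferase fusion; 0% = DMSO wells and 100% = positive control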
# TRPC4 block: TRPC4 (mouse) channel inhibition. HEK293 TRPC4beta/mu-opioid, DAMGO-evoked Fluo4 calcium flux; hits give low values. B-score at 10 µM. 300,000 tested, 0.39% active;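 active means B-score over 3 SD under the library average, no early fluorescence shift, positive overall ratio signal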
#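 material = TRPC4beta/mu-opioid receptor HEK293 cell line | probe or stimulus = sequential submaximal and maximal DAMGO stimulation | compound dosing = one concentration per compound | measured by = Fluo4 Ca2+ flux fluorescence | evaluation = integrated fluorescence ratio relative to baseline, converted to per-well B score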
# TRPC6 inhibitor: mouse TRPC6 channel inhibition; Q61143; HEK293-TRPC6, membrane potential dye, ACh-evoked depolarization; hits give low values; B-score at 10 µM; 310,000 tested, 1.1% active; AID 2553;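 active means B-score under library mean minus 3 SD, initial fluorescence not abnormally high, positive integrated signal ratio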;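 further: B-score derived from integrated fluorescence ratio over the kinetic read; more negative B-score means stronger inhibition of depolarization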
# IEC-6 cytotox: counter-screen for KLF5 inhibitors: cytotoxicity in IEC-6 cells | IEC-6 cytotoxicity, luminescence viability | inhibition, % at 5 µM | 290,000 tested, 0.78% active | AID 1825; in the data active means inhibition above about 22%;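 further: 0% = plate median of test compound wells and 100% = cytotoxic reference compound wells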
# SKKanGAS inh: inhibitors of SKKanGAS S. pyogenes growth in kanamycin (SK-promoter or general growth effect); BacTiter-Glo, 6 h; inhibition, % at 7.5 µM; 300,000 tested, 1.3% active; AID 1662;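 active means mean replicate score, as percent of positive control median, at least 50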;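 further: strain carries kanamycin resistance gene driven by streptokinase promoter and grows in 40 µg/ml kanamycin; loss of luminescence reflects streptokinase promoter inhibition or plain growth inhibition; 0% = median of DMSO wells and 100% = positive control at its reference dose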
# MrgX1 antag: human MrgX1 receptor antagonism, primary screen; Q96LB2; MRGX1-HEK293 calcium flux, Fluo-4, BAM8-22 antagonism; hits give low values; B-score at 10 µM; 310,000 tested, 1.3% active; AID 588676;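 active means calcium-response B-score plate-corrected more than 3 library SD below zero, starting fluorescence within 5 deviations, no agonist response on first addition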;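 further: peak minus trough fluorescence over baseline after final BAM8-22 challenge near maximal dose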
# KLF5 inh: suppresses KLF5 promoter-driven expression; DLD-1 KLF5 promoter-luciferase reporter, luminescence; AID 1700; 290,000 tested, 0.23% active; inhibition, % at 5 µM;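 active means inhibition above a per-plate limit of that plate's mean compound inhibition plus 3 SD, cut at about 60% in these data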;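 further: 0% = DMSO wells and 100% = LY294002 at 200 µM; higher means less KLF5 promoter-driven luciferase light; inactives centre near -14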
# TRPC4 agonist: TRPC4 (mouse) channel activation; Q9QUQ5; HEK293 TRPC4beta/mu-opioid, Fluo4 calcium fluorescence; hits give high values; B-score at 10 µM; 310,000 tested, 0.49% active;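 active means B-score above 5 SD of library B-scores, and initial fluorescence ratio not above library mean plus 5 SD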;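 further: positive B-score marks a calcium rise read as TRPC4 activation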
#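 Material: HEK293 stable line with TRPC4beta plus mu-opioid receptor; technique: Fluo4 calcium-sensitive dye fluorescence, kinetic, 1 Hz baseline; timing: Fluo4 dye loading 45 min at room temperature, 110 s recording; controls: assay buffer as low control, maximal DAMGO as high control; read-out: integrated baseline-normalised fluorescence ratio, converted to per-well B score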
# HIF activator: HIF pathway transcriptional activation; activation, % at 7.5 µM (by protocol); U2OS HRE-luciferase reporter, luminescence; normalized: DMSO 0%, desferrioxamine 100%; 300,000 tested, 0.32% active; AID 1910;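 active means mean activation of at least 10% of the iron chelator positive control signal, with at least half of replicates also reaching 10%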
# The depositor's hits bear a star; i = inactive; . = no result given.
smiles	TRPC4 PAM	TRPC6 activator	aSyn 5UTR inh	TRPC4 block	TRPC6 inhibitor	IEC-6 cytotox	SKKanGAS inh	MrgX1 antag	KLF5 inh	TRPC4 agonist	HIF activator
Cc1nn(C)cc1CNC(=O)COc1ccc(Cl)cc1Cl	i	i	11	i	i	-3	-5	i	-11	i	-0.2
O=C(COc1ccc(S(=O)(=O)NC2CCCCC2)cc1Cl)Nc1ccc2c(c1)OCO2	i	i	35	i	i	-3	12	i	6	i	-0.1
COc1ccc(C(C)=O)cc1Cn1nc(C)c([N+](=O)[O-])c1C	i	i	-9	i	i	-5	3	i	-10	i	-1.3
O=C(NCc1cccc(Cl)c1)c1ccc(S(=O)(=O)Nc2cccc(C(F)(F)F)c2)cc1	i	i	15	i	i	2	26	i	-39	i	-2.0
CCC(C)C(NC(C)=O)C(=O)NC(=O)NC(c1ccccc1)c1ccccc1 (stereo unspecified)	i	i	40	i	i	-6	0	i	-12	i	-0.4
O=C(COc1ccccc1)NCCSCc1ccco1	i	i	-27	i	i	4	1	i	-2	i	0.7
CCN(Cc1ccccc1)S(=O)(=O)c1ccc(C(=O)N(CCCN(C)C)c2nc3c(F)cccc3s2)cc1	i	i	-9	i	i	-9	4	i	6	112*	0.5
CCOC(=O)C1=C(C)NC(C)=C(C(=O)OCC)C1C(=O)OCC(=O)NCCc1ccc(S(N)(=O)=O)cc1	i	i	1	i	i	.	2	i	.	i	-27
O=C(C[n+]1cc(-c2ccc(Br)cc2)n2c1CCCCC2)c1ccccc1	i	i	-15	i	i	-2	3	i	-11	i	0.0
CC(C)n1nnc2ccccc2c1=O	i	i	14	i	i	-7	-3	i	-2	i	-0.2
O=C(CC1(O)C(=O)Nc2cc(Cl)cc(Cl)c21)c1ccccc1O (stereo unspecified)	i	i	-42	i	i	6	-1	i	6	i	-0.4
Cc1ccnc(NC(=O)c2cccc(S(=O)(=O)N3CCN(c4ccc(F)cc4)CC3)c2)c1	i	i	-11	i	i	.	22	i	.	i	0.2
CCCOc1ccc(-c2cnc(SCC(N)=O)nc2N)cc1	i	i	-37	i	i	4	0	i	-6	i	0.8
COc1ccccc1CNC(=O)CNC(=O)c1ccc(Br)o1	i	i	-17	i	i	2	-1	i	-28	i	0.3
CC1CN(S(=O)(=O)c2csc(C(=O)Nc3ccccc3)c2)CC(C)O1 (stereo unspecified)	i	i	12	i	i	3	-3	i	-18	i	-0.7
Cc1ccc(-c2c(C(=O)N/N=C/c3cccnc3)nnn2-c2nonc2N)cc1	i	i	-9	i	i	-2	0	i	-15	i	-0.2
Cc1ccccc1Oc1ncccc1C(=O)/C(C#N)=C/N(C)C	i	i	-15	i	i	1	-2	i	-34	i	-0.2
COc1cc(Nc2ccc(C)cc2)c([N+](=O)[O-])nc1[N+](=O)[O-]	i	i	43	i	i	8	3	i	-14	i	-0.4
COCC(=O)N1CCCC(N(C)CCc2ccc(OC)c(OC)c2)C1 (stereo unspecified)	i	i	2	i	i	0	-2	i	-33	i	1.0
CN(C)/C=C1\SC(=S)N(c2ccc(Br)cc2)C1=O	i	i	-100	i	i	6	54*	-4.9*	-66	i	2.3
O=C(c1ccco1)[C@@H]1[C@@H]2C(=O)N(c3ccc(F)cc3)C(=O)[C@@H]2C2c3ccccc3C=CN21 (stereo partly specified)	i	i	-27	i	i	0	9	i	-28	i	0.1
CN(Cc1cccc2cnccc12)C(=O)c1cc(COc2ccc(F)cc2F)on1	i	i	22	i	i	6	-26	.	-13	i	1.6
CC(C)c1ccc(NC(=O)N2CCCC2C(=O)Nc2ccc(-n3cnnn3)cc2)cc1 (stereo unspecified)	i	i	-7	i	i	1	1	i	-75	i	-0.1
COC(=O)c1ccc(CSc2nc3ccccc3c(=O)n2CC(C)C)o1	i	i	27	-7*	i	-3	18	i	-25	i	-0.4
O=C1Nc2ccccc2Nc2ccc([N+](=O)[O-])cc21	i	i	-1	i	i	-2	10	i	-30	i	-14
CCn1c(NC(=O)Nc2ccccc2OC)nc2ccccc21	i	i	16	i	i	7	10	i	-11	i	0.1
CCCC(=O)Nc1ccc(C(=O)NNC(=O)c2ccco2)cc1	i	i	-15	i	i	-2	-13	i	-31	i	0.4
Nc1nonc1C(=O)OCC(=O)c1ccc(Cl)cc1	i	i	1	i	i	-2	-4	i	-21	i	-0.8
CN1CCN(c2ccc([N+](=O)[O-])cc2C(=O)c2ccccc2)CC1	i	i	2	i	i	1	1	i	-5	i	0.1
Cc1cc(NC(=O)CSC2=NCCS2)no1	i	i	-19	i	i	1	3	i	-32	i	-0.6
Cc1nc2ncccn2c1-c1csc(Nc2ccccc2)n1	i	i	-16	i	i	4	-5	i	-29	i	.
Nc1c(C(=O)NCc2ccccc2)c2nc3ccccc3nc2n1CCCN1CCOCC1	i	i	-10	i	i	0	8	i	-10	i	-0.4
Cc1sc(NC(=O)CSc2nnnn2C2CCCCC2)c(C#N)c1C	i	i	-13	i	i	3	-4	i	6	i	-0.2
COc1cccc(/C=N/NC(=S)Nc2cccc(C(=O)O)c2)c1	i	i	40	i	i	0	-12	i	-52	i	-0.7
CCOc1c2ccc(C(=O)NCc3ccc(C)cc3)cc2nn1CCOC	i	i	-2	i	i	-3	-2	i	-1	i	-1.0
CCC(C)c1ccccc1NS(=O)(=O)c1cnn(CC)c1 (stereo unspecified)	i	i	-1	i	i	2	53*	i	-33	i	-0.4
Cc1ccccc1NC(=O)c1cccc(S(C)(=O)=O)c1	i	i	6	i	i	0	3	i	-13	i	0.1
COc1ccc(CC(=O)N/N=C(\C)CC(=O)Nc2ccc3c(c2)OCCO3)cc1	i	i	2	i	i	4	-1	i	-13	i	0.5
COc1nc(-c2ccccc2)ccc1-c1noc(C)n1	i	i	-112	i	i	0	.	i	-61	i	2.6
COc1ccccc1N1CCN(C(=O)CCc2nnc3ccc(N4CCCC4)nn23)CC1	i	i	16	i	i	2	-2	i	-33	i	0.1
CC(=O)Nc1ccc(S(=O)(=O)N(C)c2ccc(O)cc2)cc1	i	i	13	i	i	0	-3	i	-5	i	-24
Cc1cccc(C(=O)NNC(=O)c2ccc(Br)cc2)c1	i	i	-35	i	i	-1	3	i	-32	i	0.5
CCOc1cc(C(=O)NCc2ccco2)cc(OCC)c1OCC	i	i	3	i	i	4	-2	i	-27	i	1.1
O=C(CSc1nnc(-c2ccc([N+](=O)[O-])cc2)o1)Nc1ccccn1	i	i	31	i	i	-3	-3	i	-86	i	-0.2
CCCCNC(=O)CSc1nc2ccc(C)cc2[nH]1	i	i	-11	i	i	-2	-1	i	-19	i	0.6
COC(=O)c1ccc(Cn2cc(C(F)(F)F)cc([N+](=O)[O-])c2=O)cc1	i	i	-18	i	i	3	1	i	-9	i	-0.1
C=CCNC(=O)C12CCC(C)(C(=O)C1Br)C2(C)C (stereo unspecified)	i	i	3	i	i	9	-8	i	-11	i	-0.2
COc1ccc(C(=O)NCCc2ccccc2)cc1[N+](=O)[O-]	i	i	-56	i	i	6	-16	i	-76	i	-4.3
COc1ccc(C(CNC(=O)COc2ccccc2C#N)N2CCOCC2)cc1 (stereo unspecified)	i	i	6	i	i	2	3	i	-13	i	-0.1
CC(C)CNC1CS(=O)(=O)CC1O (stereo unspecified)	i	i	-13	i	i	-3	-6	i	-17	i	-0.2
O=C1CC(SCCc2nc3ccccc3[nH]2)C(=O)N1c1ccc(F)c(Cl)c1 (stereo unspecified)	i	i	7	i	i	-4	-2	i	2	i	0.2
CC(=O)NC12CC3CC(C1)CC(C(=O)OCC(=O)Nc1ncc(Cl)cc1Cl)(C3)C2	i	i	3	i	i	-2	3	i	-4	i	-0.3
CN1CCN(C(=O)C2=C[C@@H](C3CC3)C[C@@H](OCc3ccc(CO)cc3)O2)CC1	i	i	-2	i	i	-3	9	i	-10	i	0.6
Cc1nc(SCCOc2ccccc2)[nH]c(=O)c1Cc1ccccc1	i	i	29	i	i	4	4	i	-11	i	-0.2
CCOc1ccc(C(=O)NCC(=O)N2CCCC2)cc1	i	i	-10	i	i	-6	-2	i	-6	i	1.7
CC(C)c1ccc(C(=O)NCc2ccc(Cl)cc2)cc1	i	i	-54	i	i	0	0	i	-88	i	0.9
COc1ccccc1CNC(=O)Cc1cc(=O)[nH]c(=O)[nH]1	i	i	-1	i	i	3	-2	i	-2	i	-0.1
c1cncc(-c2csc(NCc3ccco3)n2)c1	i	i	-92	i	i	10	-2	i	-51	i	-0.6
CCN(CC)S(=O)(=O)c1cc(NC(=O)Cc2ccsc2)ccc1C	i	i	-5	i	i	0	6	i	-13	i	-0.3
O=S(=O)(c1cccc(-c2nc3ccccc3s2)c1)N1CCCC1	i	i	-28	i	i	-1	-6	i	-17	i	0.6
COc1ccccc1C(=O)N1CCN(Cc2cccnc2)CC1	i	i	6	i	i	5	-1	i	1	i	-0.6
CC(NC(=O)CCCc1nnc2n(C)c(=O)c3sccc3n12)c1ccccc1 (stereo unspecified)	i	i	7	i	i	-8	-3	i	-42	i	-0.7
CCCCOC(=O)n1ccc(C(=O)Nc2ccccc2OC)n1	i	i	11	i	i	-8	3	i	-29	i	-0.3

# Quoted from the listing.
# KLF5 inh result of CC(=O)NC12CC3CC(C1)CC(C(=O)OCC(=O)Nc1ncc(Cl)cc1Cl)(C3)C2 stands at -4
# HIF activator result of COc1ccc(C(CNC(=O)COc2ccccc2C#N)N2CCOCC2)cc1 (stereo unspecified) stands at -0.1
# IEC-6 cytotox result of CN1CCN(C(=O)C2=C[C@@H](C3CC3)C[C@@H](OCc3ccc(CO)cc3)O2)CC1 stands at -3
# aSyn 5UTR inh result of Cc1cccc(C(=O)NNC(=O)c2ccc(Br)cc2)c1 stands at -35

# A different layout for some results above:
# Values run as follows: TRPC4 PAM	TRPC6 activator	aSyn 5UTR inh	TRPC4 block	TRPC6 inhibitor	IEC-6 cytotox	SKKanGAS inh	MrgX1 antag	KLF5 inh	TRPC4 agonist	HIF activator
- CCOc1cc(C(=O)NCc2ccco2)cc(OCC)c1OCC
  i	i	3	i	i	4	-2	i	-27	i	1.1
- CC(NC(=O)CCCc1nnc2n(C)c(=O)c3sccc3n12)c1ccccc1 (stereo unspecified)
  i	i	7	i	i	-8	-3	i	-42	i	-0.7
